Assay outcomes deposited in PubChem by several laboratories.
NOD2 RIPK2 PPI – NOD2-RIPK2 binding disruptors in cells, primary screen, fluorescence, CHO cells, BLA complementation; 360,000 tested, 0.38% active; CCF4 ratio; inhibition, % at 4.98 µM; in the data active means inhibition above about 21%;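 further: 0% = vehicle only and 100% = reference blocker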
TLR9-MyD88 inh – inhibitors of TLR9-MyD88 association in cells, primary screen, cell-based, CHO, BLA complementation, fluorescence. inhibition, % at 4.98 µM. 340,000 tested, 0.21% active. Toll-like receptor 9 (Homo sapiens) + Myeloid differentiation primary response protein …. CCF4 FRET ratio;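 active means inhibition above the mean over all tested compounds plus 3 SD, cut at about 21% in these data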;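 further: 0% = DMSO only wells and 100% = clavulanate BLA inhibitor control wells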
Glyco luc inh – increase of ERlucT glycosylation luciferase signal, primary screen, N-linked glycosylation inhibitor project, D54 ERlucT cells, luminescence, set 2. 360,000 tested, 0.23% active. D54 ERlucT glycosylation luciferase reporter, 24 h; percent of 100 nM tunicamycin response. AID 588692, 2011. reporter increase, % at 12.5 µM;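 active means mean luciferase reporter signal, scaled so untreated is 0 and the glycosylation-blocking control 100, at or above a set limit in every replicate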;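 further: luciferase carries N-glycosylation sites so blocking glycosylation raises the light; 0% = median of neutral control wells and 100% = median of 100 nM tunicamycin wells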
ABCB6 inh 2 – ABCB6 transporter inhibitors, primary screen, K562-ABCB6 cells, flow cytometry, MLPCN library; fluorescence ratio to DMSO, % at 10 µM; K562-ABCB6 porphyrin accumulation, 1 h; stronger effect = lower value; 360,000 tested, 0.19% active; ATP-binding cassette sub-family B member 6 (Homo sapiens), Q9NP58; AID 602162, 2011;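 active means fluorescence ratio to DMSO below 75%, the collection mean minus 3 SD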;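 further: signal is porphyrin accumulated inside mitochondria; 100% equals median channel fluorescence of DMSO control wells; lower ratio means ABCB6 inhibition with less porphyrin fluorescence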
Target sequence (Q9NP58 whole entry, looked up): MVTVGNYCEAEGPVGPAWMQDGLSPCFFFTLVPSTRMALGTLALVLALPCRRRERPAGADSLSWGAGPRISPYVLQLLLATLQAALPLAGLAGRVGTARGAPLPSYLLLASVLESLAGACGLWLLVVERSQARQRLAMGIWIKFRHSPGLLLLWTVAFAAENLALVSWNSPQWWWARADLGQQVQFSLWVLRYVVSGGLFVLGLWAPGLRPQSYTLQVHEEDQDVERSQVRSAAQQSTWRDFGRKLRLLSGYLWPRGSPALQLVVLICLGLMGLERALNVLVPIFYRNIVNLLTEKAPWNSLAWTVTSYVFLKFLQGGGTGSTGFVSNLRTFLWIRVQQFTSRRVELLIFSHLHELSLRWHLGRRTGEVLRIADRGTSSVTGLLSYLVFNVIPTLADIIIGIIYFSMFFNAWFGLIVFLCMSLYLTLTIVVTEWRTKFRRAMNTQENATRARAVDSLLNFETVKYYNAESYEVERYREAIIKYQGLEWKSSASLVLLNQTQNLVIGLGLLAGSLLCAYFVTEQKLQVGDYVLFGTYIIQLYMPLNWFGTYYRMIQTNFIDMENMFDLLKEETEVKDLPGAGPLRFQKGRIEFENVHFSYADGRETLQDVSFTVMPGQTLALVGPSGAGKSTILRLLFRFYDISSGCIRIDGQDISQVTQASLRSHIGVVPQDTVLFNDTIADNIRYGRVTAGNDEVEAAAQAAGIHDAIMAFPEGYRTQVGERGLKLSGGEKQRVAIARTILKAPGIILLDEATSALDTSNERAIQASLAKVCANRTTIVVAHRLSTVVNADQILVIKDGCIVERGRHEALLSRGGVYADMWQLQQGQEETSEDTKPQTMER
MC4R antag cAMP – MC4R antagonists of cAMP signaling, primary screen, cell-based, TR-FRET, antagonist arm of biased-ligand search | AID 540295, 2011 | 360,000 tested, 0.48% active | inhibition, % at 6.5 µM | MC4R-expressing cells, MTII-stimulated cAMP, LANCE TR-FRET | Melanocortin receptor 4 (Homo sapiens), P32245;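 active means inhibition above its plate's cutoff, the mean of tested wells on that plate plus 3 SD, cut at about 29% in these data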;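 further: 0% = Melanotan II alone and 100% = Melanotan II plus saturating MCL0020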
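Assay system: U2OS cells stably expressing human melanocortin 4 receptor (MC4R) / Dosing: 6.5 µM / Timing: compound 30 min, challenge 1 h, detection 1 h / Measured by: Eu-cAMP/anti-cAMP TR-FRET, emission 671 nm / Replicates: singlicate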
Cardio protect – cardioprotection against H2O2-induced cell death, primary screen, uHTS, H9c2 cells, ATPLite luminescence | protection from H2O2 cell death, % at 20 µM | AID 588492, 2011 | H9c2 cardiomyocytes, H2O2 injury protection, 2 h | 360,000 tested, 0.63% active;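 active means compounds giving at least 50% protection of heart cells from peroxide-induced death in the single-dose screen, raw or plate-pattern-corrected value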;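 further: 0% = DMSO wells with peroxide and 100% = DMSO wells without peroxide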
ABHD5-PLIN5 inh – ABHD5-PLIN5 interaction inhibitors, primary screen, cell lysate, split luciferase complementation, luminescence; Perilipin-5 (Homo sapiens) + 1-acylglycerol-3-phosphate O-acyltransferase ABHD5 (Homo …; Split G. princeps luciferase complementation, 4 h; 360,000 tested, 0.78% active; inhibition, % at 4 µM;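 active means inhibition above the mean inhibition across every tested compound plus 3 SD, cut at about 22% in these data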;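 further: 0% = DMSO only wells and the 100% control is not disclosed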
MC4R ag barr – MC4R agonists recruiting beta-arrestin, primary screen, cell-based, luminescence, agonist arm of biased-ligand search; activation, % at 8.9 µM; 360,000 tested, 0.98% active; Melanocortin receptor 4 (Homo sapiens), P32245; U2OS MC4R beta-arrestin complementation; percent of melanotan II response, DMSO zero;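 active means activation above a per-plate cutoff, the mean activation of sample wells on that plate plus 3 SD, cut at about 8% in these data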
HTR2A ag – mouse Htr2a agonists via beta-arrestin recruitment, primary screen, cell-based, luminescence; CHO-K1 mHTR2A beta-arrestin complementation; percent of 30 µM serotonin response; 360,000 tested, 0.66% active; AID 624169, 2012; 5-hydroxytryptamine receptor 2A (Mus musculus), P35363; activation, % at 7.6 µM;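 active means activation above a run cutoff, the mean activation of all tested compounds plus 3 SD, cut at about 14% in these data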;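 further: 0% = plate median of compound wells and 100% = 30 µM serotonin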
NCOA2 inhibitor – inhibition of GAL4-SRC2 driven luciferase reporter, primary screen, SRC2 inhibitor project, cell-based, luminescence | Nuclear receptor coactivator 2 (Homo sapiens), Q15596 | HEK293 GAL4-SRC2 luciferase reporter | inhibition, % at 9 µM | 370,000 tested, 0.17% active;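 active means inhibition above the mean inhibition of all tested compounds plus 3 SD, set per campaign, cut at about 52% in these data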;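 further: 0% = DMSO treated cells and 100% = cells given Gossypol at 36 µM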
* marks the source's active call; other numbers are inactive results. Not all compounds are listed; count on the stated rates, not on these rows.

`Cc1nc2c(C)cccn2c(=O)c1NC(=O)c1cccs1` gave NOD2 RIPK2 PPI 4, TLR9-MyD88 inh 10, Glyco luc inh 3, ABCB6 inh 2 100, MC4R antag cAMP 7, Cardio protect 1, ABHD5-PLIN5 inh 5, MC4R ag barr -1.5, HTR2A ag 0 and NCOA2 inhibitor 12.
Screening O=C(NN=C1CCCCCCC1)c1ccc(F)cc1 returned NOD2 RIPK2 PPI 0, TLR9-MyD88 inh -2, Glyco luc inh 1, ABCB6 inh 2 97, MC4R antag cAMP -2, Cardio protect -2, ABHD5-PLIN5 inh 0, MC4R ag barr -1.4, HTR2A ag -5 and NCOA2 inhibitor -21.
`COc1cccc(COC(=O)CCNC(=O)c2ccc(Cl)cc2)c1OC` gave NOD2 RIPK2 PPI 5, TLR9-MyD88 inh 10, Glyco luc inh 1, ABCB6 inh 2 92, MC4R antag cAMP 5, Cardio protect 2, ABHD5-PLIN5 inh -4, MC4R ag barr -3.8, HTR2A ag 0 and NCOA2 inhibitor 2.
`Cc1cnc(NC(=O)C2CC=CCC2)s1` (configuration not stated) gave NOD2 RIPK2 PPI 1, TLR9-MyD88 inh -5, Glyco luc inh -2, ABCB6 inh 2 95, MC4R antag cAMP -3, Cardio protect 1, ABHD5-PLIN5 inh -3, MC4R ag barr -1.4, HTR2A ag -1 and NCOA2 inhibitor -14.
`COc1ccc2[nH]c3c(c2c1)CCN1C(=O)N([C@@H](C)C(=O)NCc2ccco2)C(=O)[C@]31C` gave NOD2 RIPK2 PPI -11, TLR9-MyD88 inh -5, Glyco luc inh -1, ABCB6 inh 2 96, MC4R antag cAMP 9, Cardio protect -1, ABHD5-PLIN5 inh 1, MC4R ag barr 0.7, HTR2A ag -3 and NCOA2 inhibitor -23.
O=C(/C=N/O)NCc1ccncc1 was read as NOD2 RIPK2 PPI 8, TLR9-MyD88 inh 6, Glyco luc inh 0, ABCB6 inh 2 99, MC4R antag cAMP 13, Cardio protect -4, ABHD5-PLIN5 inh 2, MC4R ag barr -0.9, HTR2A ag 6 and NCOA2 inhibitor -11.
CCOC(=O)C1C(=O)NC(N2CCN(CC)CC2)=NC1c1ccccc1 (configuration not stated) was read as NOD2 RIPK2 PPI -2, TLR9-MyD88 inh -5, Glyco luc inh 3, ABCB6 inh 2 96, MC4R antag cAMP 3, Cardio protect 0, ABHD5-PLIN5 inh -3, MC4R ag barr -1.3, HTR2A ag 12 and NCOA2 inhibitor -32.
`CN1CCN(S(=O)(=O)c2ccc([N+](=O)[O-])cc2)CC1` gave NOD2 RIPK2 PPI -3, TLR9-MyD88 inh 0, Glyco luc inh 2, ABCB6 inh 2 95, MC4R antag cAMP -5, Cardio protect -2, ABHD5-PLIN5 inh 0, MC4R ag barr 0.3, HTR2A ag 7 and NCOA2 inhibitor -41.
COCc1cc(=O)[nH]c(-c2ccccc2)n1 was read as NOD2 RIPK2 PPI -8, TLR9-MyD88 inh -11, Glyco luc inh -1, ABCB6 inh 2 97, MC4R antag cAMP 0, Cardio protect 3, ABHD5-PLIN5 inh -3, MC4R ag barr 3.1, HTR2A ag 0 and NCOA2 inhibitor -22.
For CCOc1ccc(CCNC(=O)CSCc2ccc(C)cc2)cc1OCC the results were NOD2 RIPK2 PPI -2, TLR9-MyD88 inh 5, Glyco luc inh 0, ABCB6 inh 2 102, MC4R antag cAMP -3, Cardio protect -1, ABHD5-PLIN5 inh 17, MC4R ag barr -0.4, HTR2A ag 1 and NCOA2 inhibitor 7.
For O=C(NC1CCCCC1)c1ccccc1-c1ccccc1 the results were NOD2 RIPK2 PPI 6, TLR9-MyD88 inh -3, Glyco luc inh 4, ABCB6 inh 2 92, MC4R antag cAMP 1, Cardio protect 10, ABHD5-PLIN5 inh 3, MC4R ag barr -0.6, HTR2A ag -2 and NCOA2 inhibitor 1.
`CC(NC(=O)C(=O)N1CCCCC1)C(c1cccs1)N1CCN(Cc2ccccc2)CC1` (configuration not stated) gave NOD2 RIPK2 PPI -7, TLR9-MyD88 inh 5, Glyco luc inh 0, ABCB6 inh 2 100, MC4R antag cAMP 2, Cardio protect -4, ABHD5-PLIN5 inh 2, MC4R ag barr 1.5, HTR2A ag 2 and NCOA2 inhibitor 3.
`O=C(O)/C=C/C(=O)Nc1ccccc1-c1ccccc1` gave NOD2 RIPK2 PPI -8, TLR9-MyD88 inh 11, Glyco luc inh 0, ABCB6 inh 2 88, MC4R antag cAMP -11, Cardio protect -4, ABHD5-PLIN5 inh 9, MC4R ag barr 1.7, HTR2A ag 10 and NCOA2 inhibitor 6.
CCn1c(CN2c3ccccc3Sc3ccccc32)n[nH]c1=S was read as NOD2 RIPK2 PPI 4, TLR9-MyD88 inh -12, Glyco luc inh -1, ABCB6 inh 2 102, MC4R antag cAMP -9, Cardio protect 1, ABHD5-PLIN5 inh -4, MC4R ag barr -0.7, HTR2A ag 1 and NCOA2 inhibitor -2.
Screening COc1ccc(/C=C2\SC(=S)N(CCC(=O)NCCCN3CCOCC3)C2=O)cc1 returned NOD2 RIPK2 PPI -18, TLR9-MyD88 inh 6, Glyco luc inh -4, ABCB6 inh 2 92, MC4R antag cAMP -14, Cardio protect -5, ABHD5-PLIN5 inh 8, MC4R ag barr -0.4, HTR2A ag -2 and NCOA2 inhibitor -14.
For CC(C(=O)Nc1ccc(Br)cc1)N(C)CC(=O)NCc1ccco1 (configuration not stated) the results were NOD2 RIPK2 PPI 0, TLR9-MyD88 inh 9, Glyco luc inh 2, ABCB6 inh 2 92, MC4R antag cAMP 9, Cardio protect 8, ABHD5-PLIN5 inh 1, MC4R ag barr -1.1, HTR2A ag 5 and NCOA2 inhibitor -2.
Screening COC(=O)c1cnn2c(C)c(Cc3cccc(F)c3)c(C)nc12 returned NOD2 RIPK2 PPI -24, TLR9-MyD88 inh -3, Glyco luc inh 8, ABCB6 inh 2 102, MC4R antag cAMP 7, Cardio protect 1, ABHD5-PLIN5 inh 5, MC4R ag barr -1.3, HTR2A ag -1 and NCOA2 inhibitor -4.
Screening COc1cc(CN2CCN(CCCc3ccccc3)C(CCO)C2)cc(OC)c1O (configuration not stated) returned NOD2 RIPK2 PPI -6, TLR9-MyD88 inh 0, Glyco luc inh 1, ABCB6 inh 2 96, MC4R antag cAMP 14, Cardio protect -7, ABHD5-PLIN5 inh -3, MC4R ag barr -0.2, HTR2A ag 0 and NCOA2 inhibitor -61.
Screening COCCOC(=O)C1=C(C)NC(=O)NC1c1c(F)cccc1Cl (configuration not stated) returned NOD2 RIPK2 PPI -4, TLR9-MyD88 inh -8, Glyco luc inh 0, ABCB6 inh 2 98, MC4R antag cAMP -1, Cardio protect -4, ABHD5-PLIN5 inh 3, MC4R ag barr 0.2, HTR2A ag -2 and NCOA2 inhibitor -5.
For O=C(Cn1nc(Cl)nc1Cl)c1ccc2c(c1)OCCO2 the results were NOD2 RIPK2 PPI -10, TLR9-MyD88 inh 8, Glyco luc inh -2, ABCB6 inh 2 91, MC4R antag cAMP 4, Cardio protect 6, ABHD5-PLIN5 inh -3, MC4R ag barr 3.2, HTR2A ag 4 and NCOA2 inhibitor 2.
Clc1ccc(Cc2noc(-c3cccs3)n2)cc1 was read as NOD2 RIPK2 PPI 11, TLR9-MyD88 inh -1, Glyco luc inh -2, ABCB6 inh 2 101, MC4R antag cAMP -2, Cardio protect -9, ABHD5-PLIN5 inh -6, MC4R ag barr -0.1, HTR2A ag -2 and NCOA2 inhibitor -34.
COc1ccc(S(N)(=O)=O)cc1C(=O)NNC(=O)c1cccc(S(=O)(=O)N2CCOCC2)c1 was read as NOD2 RIPK2 PPI 5, TLR9-MyD88 inh 4, Glyco luc inh 0, ABCB6 inh 2 96, MC4R antag cAMP -3, Cardio protect 1, ABHD5-PLIN5 inh -8, MC4R ag barr -5.8, HTR2A ag -7 and NCOA2 inhibitor 8.
`c1ccc(NCCCNc2ccccc2)cc1` gave NOD2 RIPK2 PPI -8, TLR9-MyD88 inh 2, Glyco luc inh -1, ABCB6 inh 2 108, MC4R antag cAMP 0, Cardio protect 4, ABHD5-PLIN5 inh 4, MC4R ag barr 0.7, HTR2A ag -3 and NCOA2 inhibitor 0.
`Cc1sc2nc(CC(=O)N3CCCC3)[nH]c(=O)c2c1C` gave NOD2 RIPK2 PPI -4, TLR9-MyD88 inh 4, Glyco luc inh 0, ABCB6 inh 2 97, MC4R antag cAMP 7, Cardio protect 20, ABHD5-PLIN5 inh -3, MC4R ag barr -1.9, HTR2A ag -3 and NCOA2 inhibitor 21.
Screening CCOC(=O)Cc1cc(=O)n2[nH]c(C(C)(C)C)cc2n1 returned NOD2 RIPK2 PPI 3, TLR9-MyD88 inh -5, Glyco luc inh 2, ABCB6 inh 2 97, MC4R antag cAMP 7, Cardio protect -6, ABHD5-PLIN5 inh 2, MC4R ag barr -1.0, HTR2A ag -5 and NCOA2 inhibitor -11.
Screening CN1CCN(/N=C/c2nc(-c3ccc(Cl)cc3)n3ccccc23)CC1 returned NOD2 RIPK2 PPI 5, TLR9-MyD88 inh 3, Glyco luc inh -5, ABCB6 inh 2 106, MC4R antag cAMP -16, Cardio protect 9, ABHD5-PLIN5 inh 3, MC4R ag barr 0.9, HTR2A ag 1 and NCOA2 inhibitor 2.
COc1ccc(NC(=O)Nc2c(C)n(C)n(-c3ccccc3)c2=O)c(OC)c1 was read as NOD2 RIPK2 PPI -2, TLR9-MyD88 inh 0, Glyco luc inh 1, ABCB6 inh 2 97, MC4R antag cAMP 6, Cardio protect -3, ABHD5-PLIN5 inh -1, MC4R ag barr -1.9, HTR2A ag -1 and NCOA2 inhibitor 16.
Screening O=C(Nc1cccc(S(=O)(=O)N2CCCCC2)c1)c1ccc2ncsc2c1 returned NOD2 RIPK2 PPI -8, TLR9-MyD88 inh 2, Glyco luc inh -6, ABCB6 inh 2 96, MC4R antag cAMP 4, Cardio protect 1, ABHD5-PLIN5 inh -3, MC4R ag barr -1.1, HTR2A ag -1 and NCOA2 inhibitor 1.
For C=CCOc1c(CNc2ccc(C(=O)O)cc2)cccc1OC the results were NOD2 RIPK2 PPI -11, TLR9-MyD88 inh -3, Glyco luc inh 4, ABCB6 inh 2 100, MC4R antag cAMP 0, Cardio protect -2, ABHD5-PLIN5 inh -5, MC4R ag barr -1.8, HTR2A ag -1 and NCOA2 inhibitor -10.
